CAL PDZ FP-1: CAL PDZ (human) peptide binding inhibition; Q9HD26; purified CAL PDZ, TMR-peptide fluorescence polarization, 1 h; inhibition, % at 24.9 µM; actives 0.92% (n = 300,000); AID 602252;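 active = mean inhibition of at least 30% with at least half of replicates also reaching 30%; inconclusive = no clear call, values can overlap the other calls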;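 also: 0% = DMSO neutral control and 100% = excess unlabeled competitor peptide PRC23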
Keap1 Nrf2 FP: inhibitors of human Keap1-Nrf2 protein-protein interaction; Q14145; Keap1 Kelch-Nrf2 peptide fluorescence polarization, 1536-well; inhibition, % at 9.4 µM; actives 0.15% (n = 340,000); in the data active = inhibition above about 12%; inconclusive = no clear call, values can overlap the other calls; inactive = below about 7.3%;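 also: human Keap1 Kelch domain with fluorescein labeled Nrf2 9mer peptide probe; 0% = neutral control wells and 100% = peptide positive control; higher means more block of Keap1 binding to Nrf2 peptide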
Target sequence (Q14145 whole entry, looked up, the tested form may be a part): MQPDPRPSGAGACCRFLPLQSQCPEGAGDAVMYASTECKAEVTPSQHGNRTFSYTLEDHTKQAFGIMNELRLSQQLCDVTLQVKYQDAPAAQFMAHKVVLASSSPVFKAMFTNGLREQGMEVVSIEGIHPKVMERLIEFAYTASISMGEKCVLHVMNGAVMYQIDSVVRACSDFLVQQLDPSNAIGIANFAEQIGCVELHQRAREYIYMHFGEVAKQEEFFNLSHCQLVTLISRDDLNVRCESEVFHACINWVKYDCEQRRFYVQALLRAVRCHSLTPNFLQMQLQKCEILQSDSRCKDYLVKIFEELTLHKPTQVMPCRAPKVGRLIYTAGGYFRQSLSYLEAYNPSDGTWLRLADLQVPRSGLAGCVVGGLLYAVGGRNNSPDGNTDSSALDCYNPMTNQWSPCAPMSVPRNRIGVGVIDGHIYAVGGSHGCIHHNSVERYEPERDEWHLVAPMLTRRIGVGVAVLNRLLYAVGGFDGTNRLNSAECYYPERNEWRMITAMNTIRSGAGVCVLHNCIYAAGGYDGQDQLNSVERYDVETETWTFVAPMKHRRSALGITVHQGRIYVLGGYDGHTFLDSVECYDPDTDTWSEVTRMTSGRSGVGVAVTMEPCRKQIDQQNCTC
cardiac RTF act: cardiac RTF calcium sensitization; IANBD-labeled TnC RTF fluorescence at EC20 calcium; 0% EC20 calcium, 100% full calcium; actives 0.24% (n = 340,000); P19429+P45379; activation, % at 7.2 µM;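 active = activation above the mean over all tested compounds plus 3 SD, cut at about 30% in these data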;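 also: rise in fluorescence read as greater calcium sensitivity of cardiac thin filaments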
C-LANA FP: inhibitors of KSHV LANA C-terminal domain DNA binding; MBP-C-LANA/FAM-LBS DNA binding, fluorescence polarization; inhibition, % at 9 µM; actives 0.078% (n = 340,000); AID 504423;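 active = highest replicate inhibition at or above 60% at 9 µM, even if other replicates fall short; inactive = all replicates below 60% inhibition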;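 also: 0% = neutral control wells and 100% = 4 µM acridine orange control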
SR-BI DiI-HDL act: enhances SR-BI lipid uptake from DiI-HDL; CHO ldlA[mSR-BI] cells, DiI-HDL uptake fluorescence, 3 h; 100 = double the neutral-control signal; activation, % at 12.5 µM; actives 0.096% (n = 320,000); AID 504775;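 active = mean replicate activation of at least 60% and every replicate at or above 60%; inconclusive = mean or all-replicate condition met, but not both; inactive = mean below 60% and not all replicates reaching 60%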;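 also: 0% = median plate neutral-control signal and 100% = twice that signal; values of inactives mirror those of a sister screen read the other way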
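Assay system: LDL receptor-deficient CHO ldlA cells overexpressing murine SR-BI / Medium: BSA-supplemented, HEPES-buffered Ham's F12, pH 7.4 / Probe or stimulus: DiI-labelled HDL at 10 µg/mL final / Timing: compound with DiI-HDL co-incubation, 3 h at 37 °C / Technique: bottom-read cell fluorescence after medium removal, ex 550/em 595 nm / Measure: HDL uptake via cellular fluorescence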
Rtt109 Vps75: inhibitors of Candida albicans Rtt109/Vps75 histone acetyltransferase | Q5AAJ8 | inhibition, % at 34.9 µM | purified Rtt109/Vps75, ThioGlo CoA-SH fluorescence, 4 h | actives 0.16% (n = 330,000);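 active = inhibition of at least 50% in every replicate; inconclusive = best replicate reaches 50% inhibition but some replicates fall short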
Target sequence (Q5AAJ8 whole entry, looked up): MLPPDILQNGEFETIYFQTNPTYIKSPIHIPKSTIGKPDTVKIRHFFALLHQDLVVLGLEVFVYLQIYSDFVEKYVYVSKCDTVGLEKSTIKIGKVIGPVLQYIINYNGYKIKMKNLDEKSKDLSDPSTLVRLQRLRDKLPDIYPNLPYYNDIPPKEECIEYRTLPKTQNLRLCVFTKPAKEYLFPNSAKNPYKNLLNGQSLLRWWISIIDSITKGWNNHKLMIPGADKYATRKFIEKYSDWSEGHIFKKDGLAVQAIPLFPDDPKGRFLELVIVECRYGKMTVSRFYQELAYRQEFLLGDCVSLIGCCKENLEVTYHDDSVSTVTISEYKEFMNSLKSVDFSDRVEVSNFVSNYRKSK
Cardiac RTF inh: cardiac RTF calcium desensitization. P19429+P45379. actives 0.12% (n = 340,000). IANBD-labeled cardiac RTF, Ca2+ fluorescence. inhibition, % at 7.15 µM;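 active = inhibition above the mean inhibition of all tested compounds plus 3 SD, cut at about 17% in these data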;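 also: assay run at fixed EC70 calcium of 1.6 mM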
DAGLB inh: diacylglycerol lipase beta (human) inhibition; Q8NCG7; HEK293T DAGLB membrane lysate, EnzChek fluorogenic substrate; inhibition, % at 5.17 µM; actives 0.059% (n = 340,000); AID 504411; in the data active = inhibition above about 34%;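 also: 0% = enzyme with vehicle and 100% = wells lacking enzyme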
PKA-R2B act: activators of human PKA-R2B complex | AID 504700 | activation, % at 11.4 µM | actives 0.079% (n = 340,000) | PKA-R2B holoenzyme dissociation, Cy5-IP20 fluorescence polarization; R2B truncated from residue 108, S112A mutant; 0% DMSO only, 100% 113 µM cGMP | P22694+P31323;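 active = activation above a cutoff set at the mean over all compounds plus 3 SD, cut at about 18% in these data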;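 also: higher means more holoenzyme dissociation and a rise in polarization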
CAL PDZ FP-2: inhibitors of human CAL PDZ peptide binding | purified CAL PDZ, TMR-peptide fluorescence polarization, 1 h | inhibition, % at 20 µM | actives 0.02% (n = 330,000) | AID 504414;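 active = highest replicate inhibition of at least 40%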;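 also: plate controls were DMSO neutral control wells for no effect and unlabeled competitor peptide control wells for full effect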
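Material: tagged CAL PDZ protein CerCALP, purified; buffer or medium: sodium phosphate/NaCl buffer pH 7.4 with TCEP, IgG, Thesit; also added: fluorescent TMR peptide probe; schedule: 1 h incubation at room temperature before polarization reading; technique: fluorescence polarization from S- and P-plane intensities, G-factor corrected; control set: unlabelled peptide and DMSO controls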
* = called active by the depositor; i = inactive; ? = inconclusive; · = not tested or not shown.

SMILES	CAL PDZ FP-1	Keap1 Nrf2 FP	cardiac RTF act	C-LANA FP	SR-BI DiI-HDL act	Rtt109 Vps75	Cardiac RTF inh	DAGLB inh	PKA-R2B act	CAL PDZ FP-2
CCc1nnc2n1N=C(c1ccc(Cl)cc1)CS2	-5	-1	-5	-1.0	14	-3	1	-2	-12	·
CN(CC(=O)Nc1cccc(F)c1)C(=O)c1cccc(S(=O)(=O)N2CC3(C)CC2CC(C)(C)C3)c1 (stereo not given)	-5	1	-14	0.5	0	9	-6	-1	-18	-2.4
COc1ccc(/C=C/C(=O)O/N=C(\N)c2cccnc2)cc1OC	5	-2	1	-1.5	·	-16	-5	-2	5	-3.2
COc1ccc2cc(CCNC(=O)c3cccc([N+](=O)[O-])c3)c(=O)[nH]c2c1	-8	1	1	-1.6	-20	-10	-8	4	-9	-2.4
Cc1ccc2c(Cl)cc(Cl)c(OCC(=O)N3CCCC3)c2n1	1	-3	1	0.6	4	0	9	0	-5	-2.2
CCC(C)N(C(=O)COC(=O)CCc1c[nH]c2ccccc12)C1CCS(=O)(=O)C1 (stereo not given)	0	-3	0	-0.7	-6	-13	1	0	-16	0.1
Cc1cc(N=Nc2ccccc2)cc(C)c1NC(=O)C(F)(F)F	-4	-3	-9	6.7	-1	11	-5	6	-11	0.6
COCCNC(=S)Nc1cc(OC)c(OC)cc1C#N	-1	-6	2	1.0	7	-13	-3	0	-1	-2.8
Cc1nc([N+](=O)[O-])cn1-c1ccc(N)cc1	-1	-3	0	0.2	10	-3	1	3	-16	-0.7
CC(=O)c1ccc(N2CCN(C(=O)c3cc4c(C)nc5ccccc5c4o3)CC2)cc1	-3	0	-6	-0.1	-7	4	1	-4	3	0.8
Cc1ccccc1-c1nc(-c2ccccn2)no1	-4	2	2	-0.5	-1	-1	-7	-9	1	-0.8
Cc1cc(C)cc(C(=O)N(NC(=O)Nc2ccc(Cl)cc2)C(C)(C)C)c1	-1	-6	-6	0.2	-16	0	1	3	-3	-0.5
COc1cccc2c1Oc1ncccc1N(C(=O)CCC(=O)NCc1cccc(C)c1)C2	4	-4	2	-0.7	-6	-4	-5	1	-1	-1.9
CN(C)S(=O)(=O)N1CCC(Oc2ccc(C(=O)NCCc3cscn3)cc2)CC1	-5	-5	3	0.4	-2	-5	-2	-1	-3	-2.6
COc1ccc(C(=O)C2CCCN(C(=O)C3=CCCC3)C2)cc1OC (stereo not given)	·	1	2	0.4	·	-3	-8	-2	-1	-1.0
COc1ccc(OC)c(C(=O)c2coc3ccc(OC)cc23)c1	-2	-3	4	0.3	-50	-4	3	-2	-18	-2.4
COc1ccc(C(=O)/C=C/Nc2ccc(S(=O)(=O)Nc3onc(C)c3C)cc2)cc1	-6	1	-3	0.5	42	6	-8	4	3	-1.0
O=C(NCC1CCN(Cc2cccc(Cl)c2)CC1)Nc1ccc(Cl)cc1	-8	-4	0	-1.6	-26	5	-5	-3	-10	-0.5
O=C(Nc1cccc(-c2cccc(Cl)c2)c1)C1CCN(Cc2ccccn2)CC1	-3	-9	-2	-5.2	-16	1	-7	0	3	-0.9
C[C@]1(CC/C(=C/CO)CO)[C@H](CO)CC[C@@]23COC(=O)C2=CCC[C@@H]31	0	-3	4	1.3	-2	1	0	-1	-7	0.4

Brought forward from above: 2 entries; new compounds follow.
SMILES	CAL PDZ FP-1	Keap1 Nrf2 FP	cardiac RTF act	C-LANA FP	SR-BI DiI-HDL act	Rtt109 Vps75	Cardiac RTF inh	DAGLB inh	PKA-R2B act	CAL PDZ FP-2
O=C(Nc1cccc(-c2cccc(Cl)c2)c1)C1CCN(Cc2ccccn2)CC1	-3	-9	-2	-5.2	-16	1	-7	0	3	-0.9
C[C@]1(CC/C(=C/CO)CO)[C@H](CO)CC[C@@]23COC(=O)C2=CCC[C@@H]31	0	-3	4	1.3	-2	1	0	-1	-7	0.4
C/C(=N\Nc1nnc(-c2ccccc2)c(-c2ccccc2)n1)c1cccc([N+](=O)[O-])c1	-3	-1	0	2.0	14	-2	-5	-3	-3	·
CCOc1ccc(N2C(=O)Nc3ccccc3C2(O)C(=O)NCc2ccc(F)cc2)cc1 (stereo not given)	-5	5	-2	1.2	15	1	-4	-3	-12	-0.8
Cc1cccc(N2CCN(C(=O)c3ccc(Cl)c(NC4=NC5CS(=O)(=O)CC5S4)c3)CC2C)c1 (stereo not given)	1	-3	-3	-0.3	2	15	7	1	-1	-0.6
CS(=O)(=O)c1ccc2nc(NC(=O)C3=NN(c4ccccc4)C(=O)CC3)sc2c1	-4	2	-3	2.2	10	-2	-7	3	8	-1.2
O=C(NNC1CC(=O)N(c2cccc(Cl)c2)C1=O)c1cccnc1 (stereo not given)	-2	0	3	0.7	11	8	-24	-1	-14	0.3
N#CC1(P(=O)(c2ccccc2)c2ccccc2)CC1	-5	0	-3	-0.3	-7	-13	1	1	3	-1.1
O=C(NNc1ccccn1)C(=O)NNS(=O)(=O)c1ccc(Cl)cc1	·	-4	11	-1.9	21	-12	-4	1	-5	-2.6
COc1ccc(C2CC(=O)c3cnc(NC(=O)c4ccco4)nc3C2)cc1 (stereo not given)	-3	-6	-5	-0.3	0	-4	-2	1	-1	-1.0
CCCS(=O)(=O)N1CCC(C(=O)N2CCN(Cc3ccccc3)CC2)CC1	-1	5	6	-1.2	21	1	-4	-3	-4	-0.9
COc1ccc(CCNC(=O)Cn2nc(C)c3c(C)n(-c4ccccc4)nc3c2=O)c(OC)c1	-2	-2	3	-0.5	15	2	-4	1	0	-2.4
O=S(=O)(Nc1ccc(N2CCCCC2)cc1)c1ccccc1	1	1	-8	-0.1	-9	0	-17	3	8	-2.1
Cc1ccc(S(=O)(=O)N2CCN(c3ccccc3)CC2)cc1C	9	-5	0	1.3	-3	-2	1	0	-7	-1.7
N/C(=N\c1nc2ccccc2o1)NC(=O)c1ccccc1F	-1	-9	2	1.6	-8	-9	-3	-6	-10	-0.3
COc1ccc(CNCc2ccc3ccccc3c2)c(OC)c1	·	-2	-1	1.3	17	9	-2	-1	1	-1.6
CC(C)(CN1CCNCC1)NS(=O)(=O)c1ccc(Cl)cc1	-1	-1	3	-0.8	28	20	0	-1	0	-1.0
On1ccccc1=S	-11	i	i	2.3	15	?	i	4	i	0.4
C=C(C)C(=O)Nc1cccc(C2=NOC3(C2)C[C@H](C(N)=O)N(C(=O)c2ccccc2)C3)c1 (stereo not given in full)	-3	-2	-2	9.2	1	3	-7	-4	-4	-0.9
CCC1SC(CC)C(=O)N(CC(=O)NC2CCCCC2)C1=O (stereo not given)	-6	2	6	-1.1	18	-3	-8	0	4	0.0
Cn1c(NC(=O)C(C)(C)Oc2ccc(Cl)cc2)cc(=O)n(C)c1=O	·	-1	-9	-0.7	1	-4	4	-1	-3	-0.4
CCN(C[C@H]1N[C@@](CC)(C(=O)OC)[C@H]2C(=O)N(Cc3ccccc3)C(=O)[C@@H]12)C(=O)COC	-20	-7	1	-0.8	-4	-4	-11	-2	1	-2.2
c1ccc(NCc2ccccn2)cc1	-4	0	-5	0.9	12	-4	5	1	0	-8.5
Cc1ccc(N(Cc2ccco2)C(=O)c2ccc(N3CCCCC3)c([N+](=O)[O-])c2)cc1	-5	8	8	-0.4	-24	13	5	2	10	-1.6
CCOC(=O)C[n+]1ccc2c([nH]c3ccccc32)c1C	-1	0	4	-1.7	39	0	-11	1	-3	-0.7
CCNc1nc(Cl)nc(NCc2ccccc2)n1	-4	1	-8	6.7	16	-16	10	1	10	-0.8
CCN(CC(=O)Nc1c(F)cccc1F)C(=O)/C=C/c1ccc2ccccc2n1	-2	3	-11	1.6	-1	-3	20*	1	16	0.1
COc1cc(C)nc(Oc2ccc(=O)n(C)n2)n1	-3	-2	4	0.4	8	1	-6	1	-7	-0.5
COc1ccccc1NS(=O)(=O)c1cc(C)ccc1C	-3	2	-6	0.1	-16	-10	-12	-2	-2	-1.3
O=C(NCCCN1CCCC1=O)c1cccc(S(=O)(=O)N2CCCCC2)c1	3	0	0	0.6	12	-9	0	-4	0	1.1
CC(=O)Nc1ccc(NC(=O)CSc2nnnn2-c2ccccc2F)cc1	-5	-2	-5	-5.4	26	-3	-5	1	6	-1.8
CNc1nc2c(N)ncnc2n1[C@H]1O[C@@H](CO)[C@H](O)[C@@H]1O	-4	-4	-1	0.2	24	1	2	1	7	-1.9
COc1ccccc1OCCn1c(=O)oc2ccc(C)cc21	0	3	1	-0.9	-19	1	-6	-1	2	-1.1
Cc1nc(NC(=S)NC(=O)c2cccs2)sc1C(=O)N(C)C	·	-5	-3	-0.8	15	4	-1	0	-4	-0.2
O=C(CN1C(=O)NC2(CCOc3ccccc32)C1=O)Nc1ccc(Br)cc1F (stereo not given)	5	-1	0	0.5	3	10	-4	4	3	-0.3
CN(C)S(=O)(=O)n1cc(/C=C(\NC(=O)c2ccccc2Cl)C(=O)N2CCCC2)c2ccccc21	-6	0	-1	-0.8	-24	-8	-11	-1	-1	-3.6
COc1ccc(C(=O)NC(=S)Nc2ccccc2N2CCN(S(C)(=O)=O)CC2)cc1OC	·	-5	-2	-1.5	-74	-1	-3	-2	-8	-0.8
CC(C)(C)NC(=O)COc1coc(CN2CCN(Cc3ccccc3)CC2)cc1=O	-1	2	-6	1.7	9	2	-8	-2	0	-1.4
COc1ccc(-c2cc(=O)oc3cc(OCC(=O)Nc4ccc(CCO)cc4)ccc23)cc1	9	0	0	0.3	-18	-10	-5	-1	-10	0.7
O=C(NC1CCCCC1)N1CCCc2ccccc21	-1	0	1	-1.6	8	-4	2	-3	-10	·
COc1ccc(NC(=O)CCN2CCC(C)CC2)cc1	-3	0	-6	0.2	11	-11	-5	0	-13	-0.1
COC(=O)c1ccc(N=c2sc(C(=O)OC)cc(=O)n2C)cc1	2	-4	6	0.2	10	-12	0	-1	-1	0.8
CC(NS(=O)(=O)c1ccc(OCC(=O)NCc2ccccn2)cc1)c1ccccc1 (stereo not given)	-7	0	-1	-1.6	-1	-3	-11	0	-4	0.3
O=C(NCCOCCOCCNC(=O)c1cccnc1)c1cccnc1	3	-4	-1	0.0	6	-11	-9	0	-7	-3.2
C[C@H](CO)N1C[C@H](C)[C@@H](CN(C)C(=O)Nc2ccc(C(F)(F)F)cc2)Oc2ccc(NC(=O)Nc3ccccc3)cc2C1=O	-3	-3	-5	1.2	-5	-2	-7	3	-10	-1.1
